From PubChem
mcGAS RapidFire = mouse cGAS inhibition by mass spec; recombinant mouse cGAS, cGAMP by RapidFire MS; Q8C6L5; inhibition, % at 12.5 µM; 0.18% of 130,000 active;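 active = inhibition of cGAS enzyme activity at or above 60%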;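 note: enzyme stimulated by 45 bp dsDNA with ATP and GTP substrates; cGAMP share of summed cGAMP plus half ATP and half GTP signals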
Target sequence (Q8C6L5 whole entry, looked up): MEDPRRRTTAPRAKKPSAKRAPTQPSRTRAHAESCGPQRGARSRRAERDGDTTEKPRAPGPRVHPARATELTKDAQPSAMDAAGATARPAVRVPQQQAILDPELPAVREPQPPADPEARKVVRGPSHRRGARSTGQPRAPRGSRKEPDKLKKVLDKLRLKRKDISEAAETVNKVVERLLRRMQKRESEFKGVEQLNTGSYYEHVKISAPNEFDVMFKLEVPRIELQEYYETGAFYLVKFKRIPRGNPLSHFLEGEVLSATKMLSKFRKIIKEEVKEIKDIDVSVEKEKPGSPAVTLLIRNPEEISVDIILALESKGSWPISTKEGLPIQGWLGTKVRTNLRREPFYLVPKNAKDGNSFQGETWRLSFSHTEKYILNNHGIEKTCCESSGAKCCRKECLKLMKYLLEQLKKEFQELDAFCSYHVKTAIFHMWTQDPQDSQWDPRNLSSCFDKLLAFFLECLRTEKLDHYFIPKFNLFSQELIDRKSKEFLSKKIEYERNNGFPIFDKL
Numbers without * were called inactive; & = joins results of further samples. Only part of the results is shown; rates above refer to the full screens.

Preview, four compounds:
SMILES	mcGAS RapidFire
COc1cc(C(=O)n2nc(C)c(Sc3ccccc3[N+](=O)[O-])c2C)cc(OC)c1OC	-11.9
Cc1cc(=O)oc2cc(CN3CCC(N4CCC(O)CC4)CC3)ccc12	-22.1
CSc1nnc(-c2ccccc2)n1/N=C\c1cc(O)ccc1Cl	-4.1
Cc1nc2scc(-c3cccs3)c2c(=O)n1-n1cccc1	-1.8

The whole of this part (from the top)
SMILES	mcGAS RapidFire
COc1cc(C(=O)n2nc(C)c(Sc3ccccc3[N+](=O)[O-])c2C)cc(OC)c1OC	-11.9
Cc1cc(=O)oc2cc(CN3CCC(N4CCC(O)CC4)CC3)ccc12	-22.1
CSc1nnc(-c2ccccc2)n1/N=C\c1cc(O)ccc1Cl	-4.1
Cc1nc2scc(-c3cccs3)c2c(=O)n1-n1cccc1	-1.8
Cc1cccc(N(CC(=O)N2CCNC2=O)Cc2ccccc2)c1	-13.2
Cc1ccc(S(=O)(=O)NCc2ncoc2-c2ccccc2)c(F)c1	-11.3
c1ccc(C2CCC(=NNc3nc4ccccc4[nH]3)CC2)cc1 (centres undefined)	-0.1
O=C([C@H]1C[C@@H]2C=C[C@H]1C2)N1CCc2[nH]nc(-c3ccc4c(c3)OCO4)c2C1	-11.9
CC1CC(NCCS(=O)(=O)c2ccccc2)CN1Cc1ccccc1 (centres undefined)	-10.5
COc1cccc(NC2C=CS(=O)(=O)C2)c1 (centres undefined)	3.4
Cc1ccc2c(CC(=O)N3CCn4cccc4C3C)coc2c1 (centres undefined)	0.2
CCC(=O)NCc1cn(C)nc1C	-0.2
CCn1c(=O)c2c(nc3n2CC(C)=NN3Cc2ccc(C)cc2)n(C)c1=O	-2.9
O=C(NNC(=O)c1c(F)cccc1Cl)c1ccc(Cn2nnc(-c3ccccc3)n2)cc1	0.3
CC(C)c1nccn1C(C)C(=O)N1CC(c2ccncc2)C1 (centres undefined)	-15.4
Cc1cccc(CN(Cc2cccc(C)n2)C(=O)c2cn[nH]c2C)n1	-51.5
O=C(COc1ccc(F)cc1)NCCSCc1ccco1	-0.3
Cn1c(=O)c2c(N3CCCc4ccccc43)ccnc2n(C)c1=O	-5.5
CC(=O)OCC(=O)[C@@]1(O)CC[C@H]2[C@@H]3CCC4=CC(=O)C=C[C@]4(C)[C@H]3[C@@H](O)C[C@@]21C	-9.2
CC(C)N1C(=O)C(=O)N(CC(=O)c2ccc(CNC(=O)C(C)(C)C)s2)C1=O	-2.4
CCOC(=O)c1sc(-c2ccc(OC)c(OC)c2)cc1NC(=O)c1ccc(OC)c([N+](=O)[O-])c1	-12.3
CCOC(=O)C=NC1C(=O)NC(=S)NC1=NC (centres undefined)	-3.6
CCc1nn(-c2ccccc2)c(NC(=O)c2cccc3nccnc23)c1C	-7.2
CSCCCN1CCN(Cc2cccc(F)c2)C(=O)C1	-23.9
O=C1c2ccccc2C(=O)N1CSCc1cc(=O)[nH]c(=O)[nH]1	-13.6
CCOc1ccc(C2c3[nH]c4ccccc4c3CCN2C(=O)CCCN2CCCC2=O)cc1 (centres undefined)	-9.8
N#Cc1cccnc1N1CCCN(C(=O)NC2CC2c2ccccc2)CC1 (centres undefined)	-17.7
Cc1ccc(NC(=O)C2(C)CCN2CC2CCCCC2)cc1 (centres undefined)	-3.8
N#Cc1nncn1Cc1cc(Cl)c2c(c1)OCO2	-6.0
O=C(NCCC(=O)N1CCN(S(=O)(=O)c2ccc(F)cc2F)CC1)c1ccsc1	-1.4
Cc1ccc(F)c(C(=O)N2CCc3nnc(CCc4ccccc4)n3CC2)c1F	6.4
CCC(=O)Nc1ccc(OCC(=O)N[C@H]2CCCCNC2=O)cc1	-21.4
COc1ccc(C(C[N+](=O)[O-])n2nc(C)cc2C)c(OC)c1 (centres undefined)	13.7
Cc1cc(NC(=O)C(C)OC(=O)c2c(C)nc3ccccc3c2C)no1 (centres undefined)	-2.2
O=C(CCn1ccccc1=O)N1CC[C@@H](c2ccc3ccccc3c2)[C@H](O)C1	1.1
Cc1ccc(-n2c(C)nnc2SCC(=O)Nc2cc(C)no2)cc1	-13.9
COC(=O)Cn1c(=NC(=O)c2cc(Cl)sc2Cl)sc2cc(S(N)(=O)=O)ccc21	-4.0
Cc1cnc2n(c1=O)C(CC(=O)NCCC(c1ccccc1)c1ccccc1)CS2 (centres undefined)	1.1
COc1ccc(-c2nc3n(n2)C(c2cccs2)C(C(=O)Nc2ccccc2OC)=C(C)N3)cc1 (centres undefined)	-2.0
CCn1ncc(S(=O)(=O)N2CCC3(CC2)CN(C)CCN3C)c1C	-31.4

Exported comma-delimited: part of the list above
Structure,mcGAS RapidFire
O=C1c2ccccc2C(=O)N1CSCc1cc(=O)[nH]c(=O)[nH]1,-13.6
CCOc1ccc(C2c3[nH]c4ccccc4c3CCN2C(=O)CCCN2CCCC2=O)cc1 (centres undefined),-9.8
N#Cc1cccnc1N1CCCN(C(=O)NC2CC2c2ccccc2)CC1 (centres undefined),-17.7

Next entries follow.
SMILES	mcGAS RapidFire
CN1CCN(c2cc(OCCNC(=O)Nc3cccc(Cl)c3)ncn2)CC1	2.4
Fc1ccc(Oc2cc(-c3ccccc3)nc(SCc3ccccc3)n2)c(F)c1	-10.2
CCN(CCn1cccn1)C(=O)c1cc(C)[nH]n1	-4.9
Cn1c(=O)c2c(nc(SCCCO)n2Cc2ccccc2)n(C)c1=O	-4.0
O=C1CCC(C(=O)N2CCN(c3ccc(Cl)cn3)CC2)CN1CCc1ccccn1 (centres undefined)	-2.0
COCc1[nH]n2c(=O)cc(C)nc2c1-c1ccccc1	1.3
Nc1cc(C(=O)N2CCN(C(=O)c3ccccc3)CC2)[nH]n1	-18.3
O=C(CSc1nnc(-c2ccccc2)n1-c1ccccc1)N/N=C\C=C\c1ccccc1	-14.8
CC(Nc1ccc(S(=O)(=O)N2CCCC2)cn1)C1CC2CCC1C2 (centres undefined)	-6.1
CC(NCc1ccccc1Cl)C(=O)Nc1ccc(C#N)cc1 (centres undefined)	0.5
CCN(CC)C1CCN(C(=O)NCC2CCCO2)CC1 (centres undefined)	-10.0
CC(C)n1cccc(C(O)CC(=O)c2ccccc2)c1=S (centres undefined)	2.4
O=C(COCC(=O)Nc1nc(-c2cccs2)cs1)Nc1nc(-c2cccs2)cs1	-7.4
CC1CN(c2ccccc2)CCN1C(=O)CCN1CCCCCC1=O (centres undefined)	-23.3
CNC(=O)Cc1nc(COc2cccc(Cl)c2C#N)cs1	-13.7
Cn1nnc2c(Nc3ccc4c(c3)OCCO4)ncnc21	-8.8
CN(Cc1ccc(SC(F)F)cc1)C(=O)CNC(=O)C1CC1	-2.2
COc1ccc(/C=C2\N=C(c3ccc(OC)c([N+](=O)[O-])c3)OC2=O)cc1OC(C)=O	-6.8
CCC1=C(C(=O)OC)C(c2cccc(C)c2)N2C(CC(=O)N(C)C3CCN(C)CC3)=CSC2=N1 (centres undefined)	-7.8
Cc1c(C)n2c3c(=O)n(C)c(=O)n(C)c3nc2n1CC(=O)OCc1ccccc1	-6.0
COc1ccccc1NC(=O)CN1CCC(Cn2cnc3ccccc32)CC1	6.4
O=C(CSc1nnc(NC2CCCCC2)s1)NN1C(=O)NC2(CCCCC2)C1=O	-1.8
CN(C)C=Nc1ccc(S(N)(=O)=O)cc1	-2.6
COc1cccc(CC(C2CCN(C(=O)Cn3cnc4ccccc43)CC2)N(C)Cc2cccnc2)c1 (centres undefined)	-3.3
CCOC(=O)C1CCN(C(=O)c2cn(Cc3cccc(C(F)(F)F)c3)nn2)CC1	-7.9
CC1(C)SC(c2ccncc2)N[C@H]1C(=O)O (some centres undefined)	-11.8
COc1cccc(CNC(=O)CCC2CCCN(C(=O)c3ccc(OC)o3)C2)c1 (centres undefined)	0.6
O=S(=O)(NCc1ccco1)c1cccc2nonc12	-3.9
O=C(CN1Cc2ccc(Nc3cccc(F)c3)nc2C1=O)NCCCn1ccnc1	6.4
O=C(Nc1ccccc1)C1CCCN1C(=O)NCc1ccccc1 (centres undefined)	-6.1
Cc1nc2ccc(Nc3nccc(C(F)(F)F)n3)cc2s1	3.2
O=c1cc(CN2CCCCCC2)nc2sc3c(n12)CCCC3	0.9
O=C(Nc1cccc(Cl)c1)Nc1scc2c1c(=O)oc1ccccc12	-7.5
CC1CCCC(C)N1C(=O)c1ccc(C(=O)N2C(C)CCCC2C)nc1 (centres undefined)	-4.2
COc1ccc(N=Cc2cc([N+](=O)[O-])ccc2OC(F)F)cc1	46.5
CCCCCCN1N=C(C)Cn2c1nc1c2c(=O)n(CCCCCC)c(=O)n1C	-7.0
CCn1ncc(C(=O)NCc2scnc2-c2ccccc2)c1C	-24.8
c1ccc(C2(c3ccccc3)OCc3ccccc32)cc1	-1.9
CCCN1C(=O)C(C)(C)COc2cc(NS(=O)(=O)c3cc(C)c(OC)c(C)c3)ccc21	1.6
CC(C)(O)CSc1nc2ccccc2c(=O)n1Cc1ccco1	-4.7
O=C(CCn1cnc2ccccc2c1=O)Nc1cccc(Br)c1	-15.5
C[C@]12C=CC(=O)C=C1CCC1C3C[C@@H](O)[C@](O)(C(=O)CO)[C@@]3(C)C[C@H](O)[C@@]12F (some centres undefined)	-3.6
CCC(NC(=O)c1ccccc1-c1ncn[nH]1)c1cc(C)ccn1 (centres undefined)	-8.2
c1ccc(-c2noc(CN(CC3CCC3)CC3CCCO3)n2)nc1 (centres undefined)	-4.3&-2.8
O=C(c1cccn2c(=O)c3sccc3nc12)N1CCOCC1	8.7
CCc1ccc2occ(CC(=O)NCc3cccnc3N(C)C)c2c1	-19.5
COC(=O)c1ccc(CN2C(=O)C(C)ON=C2c2cccnc2)o1 (centres undefined)	-10.9
COc1ccccc1-c1nc(COC(=O)c2cccc(O)c2)cs1	-2.9
CCCCN(C)c1ccc(C(=O)N2CCc3sccc3C2)cc1	-1.3
CC(=O)Oc1c(-c2ccc(N)cc2)c(-c2ccccc2F)nn1-c1ccc(F)cc1	-6.0

Further compounds follow.
SMILES	mcGAS RapidFire
CSCC1CCN(C2CCN(c3c(F)cccc3F)C2=O)C1 (centres undefined)	-54.4
O=[N+]([O-])c1ccccc1C1c2cccn2CCCN1Cc1ccc(F)c(Cl)c1 (centres undefined)	4.6
CC(C)(C)n1cc(C#N)cc1NC(=O)C1CC(c2cccc(F)c2)=NO1 (centres undefined)	-9.4
COc1ccccc1CN(C)C(=O)Nc1ccccc1F	-11.7
COc1cc2ncnc(Nc3ccc(Oc4ccccc4)cc3)c2cc1OC	-2.3
O=C(Nc1ccc(F)c(F)c1)c1ccc(Br)s1	-7.6
CCc1ccc(-c2nnn(CC(=O)NC(=O)NC(C)(C)C)n2)cc1	-2.5
Oc1cc2c(cc1CN1CCCC1c1cccs1)OCO2 (centres undefined)	-1.4
CN1CCN(Cc2n[nH]c(=O)n2CC2CCCCC2)CC1	-26.8
Cc1ccc(C(CN2CCOCC2)N2Cc3nc4ccccc4c(=O)n3CC2=O)cc1 (centres undefined)	-15.7
S=C(NCCc1ccccc1)N1CCn2cccc2C1c1ccncc1 (centres undefined)	-3.2
O=C(O)CCc1ncc(-c2c(F)cccc2F)o1	0.0
O=C(NC1CCC(OC(=O)C2Cc3ccccc3O2)CC1)C1Cc2ccccc2O1 (centres undefined)	1.6
CN(C)c1nc(Nc2ccc(Cl)cc2)c2cnn(C)c2n1	-4.1
O=P1(Nc2ccc3ccccc3c2)C=C(c2ccccc2)OC(c2ccccc2)=C1	-0.9
Cc1c(NCc2cccnc2)cccc1C(=O)NC(C(=O)N(C)C)c1ccccc1 (centres undefined)	-11.9
COc1cc(/C=C2/N=C3CCCCCN3C2=O)ccc1OCc1csc(C)n1	2.2
COCCN(CC(F)F)C(=O)NC1CCc2ccccc2C1 (centres undefined)	-32.8
O=C(c1ccc(NS(=O)(=O)c2ccc(F)cc2)cc1)N1CCN(c2ccc(F)cc2)CC1	-7.0
Cn1nnc2c(=O)n(Cc3cccc(Cl)c3)cnc21	-1.4
COc1cc(Cl)c(S(=O)(=O)NCc2ccc3c(c2)OCO3)cc1Cl	9.1
Cc1cc2ccccc2n1CCC(=O)NCCS(C)(=O)=O	1.6
COc1cc(Cl)c(S(=O)(=O)NC2CC(C)(C)NC(C)(C)C2)cc1Cl	-3.6
O=C(NCCN1CCOCC1)C1CCCN(Cc2c(-c3ccc4c(c3)OCO4)nc3ncccn23)C1 (centres undefined)	-2.6
Cc1n[nH]c(C)c1C(NC(=O)CSC(C)C)C(=O)O (centres undefined)	-7.1
O=C(Nc1ccccc1)c1cnn(-c2ccccc2)c1C(F)(F)F	-2.4
SCc1nc2c3ccccc3ncn2n1	95.3*
Cc1cccc(-n2c(SC(C)C(N)=O)nc3ccccc3c2=O)n1 (centres undefined)	1.1
CC(C)(C)NCCCNC(C)(C)C	48.0
Cc1nc2c(C)cccn2c(=O)c1NC(=O)COc1ccc2ccccc2c1	-7.5
COc1ccc(N2C(=S)N(c3ccc(OC)cc3)C3CS(=O)(=O)CC32)cc1 (centres undefined)	10.2
O=C(c1cn(Cc2ccccc2F)nn1)N1CCCC(C(=O)N2CCOCC2)C1 (centres undefined)	2.2
CC(NCCn1cnc2ccccc21)c1ccccc1Cl (centres undefined)	-6.4
O=c1cccnn1CCNS(=O)(=O)c1cc(C(F)(F)F)cc(C(F)(F)F)c1	-3.6
C[C@H](NC(=O)c1cccnc1Nc1cc(Cl)cc(Cl)c1)[C@H](O)c1ccccc1	0.6

Looked up by structure from the entries so far, four records:
SMILES	mcGAS RapidFire
CSc1nnc(-c2ccccc2)n1/N=C\c1cc(O)ccc1Cl	-4.1
Cc1c(NCc2cccnc2)cccc1C(=O)NC(C(=O)N(C)C)c1ccccc1 (centres undefined)	-11.9
COc1cc(/C=C2/N=C3CCCCCN3C2=O)ccc1OCc1csc(C)n1	2.2
COc1cccc(NC2C=CS(=O)(=O)C2)c1 (centres undefined)	3.4

Looked up above.
Under mcGAS RapidFire, O=C(c1cn(Cc2ccccc2F)nn1)N1CCCC(C(=O)N2CCOCC2)C1 (centres undefined) reads 2.2
Under mcGAS RapidFire, O=c1cccnn1CCNS(=O)(=O)c1cc(C(F)(F)F)cc(C(F)(F)F)c1 reads -3.6
Under mcGAS RapidFire, CC(NCCn1cnc2ccccc21)c1ccccc1Cl (centres undefined) reads -6.4
Under mcGAS RapidFire, C[C@H](NC(=O)c1cccnc1Nc1cc(Cl)cc(Cl)c1)[C@H](O)c1ccccc1 reads 0.6
Under mcGAS RapidFire, COc1ccc(N2C(=S)N(c3ccc(OC)cc3)C3CS(=O)(=O)CC32)cc1 (centres undefined) reads 10.2
